# TPT1 inhibitor: C. albicans TPT1 enzyme inhibition. inhibition, % at 5 µM. 300,000 compounds, 0.81% hits. recombinant caTPT1, FP RNA substrate dephosphorylation;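 active = inhibition above the mean of all tested compounds plus 3 SD, set per screening campaign, cut at about 24% in these data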;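 note: plate controls were DMSO alone for no effect and ferristatin control at 100 nM for full effect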
# Efflux pump inh: inhibitors of Candida antifungal efflux pumps expressed in yeast; inhibition, % at 10 µM; 330,000 compounds, 0.44% hits; AID 485275; S. cerevisiae Candida pump triplex, Nile Red efflux;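 active = plate passing quality check with inhibition over a set limit, or well fluorescence over plate mean plus 4 SD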;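 note: Nile Red retained in pooled yeast measured as flow cytometry median fluorescence; 0% = buffer negative control and 100% = Enniatin B positive control; higher means more Nile Red kept so more efflux inhibition; some compounds called inactive have numbers as strong as hits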
# proCasp3 act: activates human procaspase-3; recombinant procaspase-3 D3A, Ac-DEVD-pNA absorbance 405 nm; 330,000 compounds, 0.11% hits; activation, % at 8.5 µM; P42574;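 active = activation above the mean of all tested compounds plus 3 SD, cut at about 21% in these data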;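 note: 0% = DMSO alone and 100% = DMSO wells spiked with extra 5 µM PC-3 D3A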
# Target sequence (P42574 whole entry D9A/D28A/D175A): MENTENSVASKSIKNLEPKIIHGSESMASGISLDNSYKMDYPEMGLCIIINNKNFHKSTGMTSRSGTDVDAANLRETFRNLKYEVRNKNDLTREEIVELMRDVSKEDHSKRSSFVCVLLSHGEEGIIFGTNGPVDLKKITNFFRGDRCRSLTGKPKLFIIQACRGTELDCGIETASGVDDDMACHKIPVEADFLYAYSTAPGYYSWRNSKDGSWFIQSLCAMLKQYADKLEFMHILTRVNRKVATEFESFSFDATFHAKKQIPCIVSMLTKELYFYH
#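 Assay system: Autoprocessing-dead procaspase-3 D3A mutant enzyme; also added: Ac-DEVD-pNA; doses: one concentration, 8.5 µM nominal, 0.8% DMSO; times: 1 h compound preincubation, 2 h substrate hydrolysis at 25 °C; technique: 405 nm absorbance of p-nitroaniline, reads at 0 and 120 min; measure: % activation between DMSO and enzyme-spiked controls; repeats: single replicate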
# PP1 counter: blocks human PP1-alpha phosphatase, a PP5 counter-screen. P62136. purified PP1alpha, OMFP fluorescence. inhibition, % at 6.7 µM. 320,000 compounds, 0.9% hits;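 active = inhibition above the mean inhibition of all tested compounds plus 3 SD, computed separately for each screening campaign, cut at about 15% in these data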
# PP5 inh: inhibitors of human protein phosphatase 5 (PP5); P53041; purified PP5c, OMFP substrate fluorescence; inhibition, % at 6.7 µM; 320,000 compounds, 0.18% hits;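 active = inhibition above the campaign's mean inhibition across all tested compounds plus 3 SD, cut at about 9.5% in these data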;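 note: 0% = DMSO only and 100% = 100 µM cantharidin control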
# HCV core dimer: blocks dimerization of HCV core protein; TR-FRET GST/Flag-core106 dimerization, 1536-well; inhibition, % at 5 µM; 300,000 compounds, 0.33% hits;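 active = inhibition above the mean of all tested compounds plus 3 SD, set per screening campaign, cut at about 45% in these data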
#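 assay system = GST-tagged and Flag-tagged HCV core protein residues 1-106 | controls = unlabelled core106 and no-GST-core106 wells | incubation = compound-protein-antibody incubation 4 h at 22.5 °C | probe or stimulus = Eu donor and XL665 acceptor anti-tag antibodies | read-out = % inhibition based on acceptor/donor emission ratio | signal = TR-FRET 671 and 617 nm emission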
# JMJD2C inh: human JMJD2C demethylase inhibition; Q9H3R0; GST-JMJD2C(1-420) H3K9me3 demethylation, DELFIA europium; inhibition, % at 2.35 µM; 330,000 compounds, 0.069% hits; AID 2099;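 active = more than half of a compound's replicate wells show inhibition beyond 50%, single wells judged on their own value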;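 note: signal counts dimethyl H3K9 product captured on neutravidin plate; 0% = median of DMSO wells and 100% = 0.3 times that DMSO median; strong numbers were not always called active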
# Target sequence (Q9H3R0 1-420 limits assumed): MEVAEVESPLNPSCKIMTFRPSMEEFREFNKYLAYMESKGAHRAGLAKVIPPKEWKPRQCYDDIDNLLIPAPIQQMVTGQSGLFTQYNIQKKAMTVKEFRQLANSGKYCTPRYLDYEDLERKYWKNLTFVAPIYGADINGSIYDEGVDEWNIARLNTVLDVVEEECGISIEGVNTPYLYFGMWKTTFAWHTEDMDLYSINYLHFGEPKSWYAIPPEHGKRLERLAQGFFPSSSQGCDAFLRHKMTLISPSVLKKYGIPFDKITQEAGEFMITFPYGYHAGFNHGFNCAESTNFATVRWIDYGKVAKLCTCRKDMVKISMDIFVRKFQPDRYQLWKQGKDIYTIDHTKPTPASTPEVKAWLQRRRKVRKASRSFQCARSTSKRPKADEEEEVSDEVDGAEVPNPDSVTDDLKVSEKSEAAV
# Fh CTSL1 inh: cathepsin L1 inhibition, PFM18AAP counter-screen | recombinant F. hepatica cathepsin L1, Z-Leu-Arg-MCA fluorescence | inhibition, % at 5.96 µM | 300,000 compounds, 0.49% hits | AID 1906;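 active = inhibition above the mean of all tested compounds plus 3 SD, set per screening campaign, cut at about 17% in these data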;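 note: 0% = plate median of test compound wells and 100% = 1 µM Z-Phe-Ala-diazomethylketone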
# proCasp7 act: counter-screen: procaspase-7 (human) activation | activation, % at 8.5 µM | AID 463210 | recombinant procaspase-7, Ac-DEVD-pNA absorbance 405 nm; D23A/D198A/D206A triple mutant, cannot self-cleave; scale: DMSO 0, 5 µM enzyme 100 | 330,000 compounds, 0.093% hits | P55210;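 active = percent activation above the screen-wide mean plus 3 SD, cut at about 25% in these data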
# Target sequence (P55210 whole entry D23A/D198A/D206A): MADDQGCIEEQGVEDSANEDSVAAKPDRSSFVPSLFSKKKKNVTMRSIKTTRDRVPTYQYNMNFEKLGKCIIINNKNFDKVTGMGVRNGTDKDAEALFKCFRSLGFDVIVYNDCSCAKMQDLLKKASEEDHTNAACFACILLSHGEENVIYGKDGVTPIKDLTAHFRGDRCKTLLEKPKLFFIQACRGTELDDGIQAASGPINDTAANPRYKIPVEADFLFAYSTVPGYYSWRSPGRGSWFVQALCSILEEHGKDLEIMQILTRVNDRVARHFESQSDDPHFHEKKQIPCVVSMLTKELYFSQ
#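 Assay system: Uncleavable procaspase-7 mutant enzyme / Input: 2 µM procaspase-7 mutant as dispensed / Dosing: single nominal 8.5 µM compound dose, 0.8% DMSO final / Timing: 1 h enzyme–compound preincubation and 2 h substrate reaction, both 25 °C / Detection: p-Nitroaniline absorbance at 405 nm, read at 0 and 120 min / Replication: singlicate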
# The depositor's hits bear a star; x = not tested or not shown.
# The line under a structure holds: TPT1 inhibitor	Efflux pump inh	proCasp3 act	PP1 counter	PP5 inh	HCV core dimer	JMJD2C inh	Fh CTSL1 inh	proCasp7 act
Cc1ccc(S(=O)(=O)Nc2nc3ccccc3nc2Nc2cccc(S(=O)(=O)N3CCCC3)c2)cc1
→ -12	0.1	6	3	1.2	22	15	5	4
Cc1snc2sc(C(=O)c3ccc(F)cc3)c(N)c12
→ 7	0.0	-7	-3	1.2	-3	2	3	-10
CCC(C)NC(=O)COC(=O)c1cc([N+](=O)[O-])ccc1Sc1nc(C)cs1 (stereo unspecified)
→ -4	0.1	-5	4	0.7	-1	-4	-4	-2
C=CCOc1ccc(/C=N/NC(=O)CC(=O)NC2CCCCC2)cc1
→ 0	0.0	13	1	0.2	-7	4	1	2
CCOc1ccc(Cn2nnc(C(=O)Nc3cc(OC)cc(OC)c3)c2N)cc1
→ 2	0.0	-8	1	0.3	-5	1	1	2
Cc1nn(-c2cccc(Cl)c2)c(Cl)c1/C=N/NC(=O)c1cccs1
→ 1	-0.9	5	4	-0.6	4	11	3	4
COc1ccc(OC)c(NC(=O)CSCC(=O)O)c1
→ 2	0.2	-2	-3	1.2	-2	9	1	-7
O=C(Nc1nccs1)c1ccc(-c2ccc(F)c(Cl)c2)o1
→ -6	0.2	-6	8	-1.0	-4	-9	1	-12
Cc1sc2ncnc(SCC(=O)N3CCCC(C(F)(F)F)C3)c2c1C (stereo unspecified)
→ 1	-0.3	4	0	1.5	16	-9	2	7
O=C(c1oc2ccccc2c1N1CCCCC1)N1CCCCC1
→ 5	0.1	-1	-2	4.1	6	-21	-2	0
CN(C(=O)c1cnc2n(c1=O)CCS2)C1CCCCC1
→ 2	0.0	-3	-1	3.5	-5	0	-1	10
CCc1nc(SCC(=O)c2ccc(Cl)s2)c2oc3ccccc3c2n1
→ 1	0.0	-24	5	-1.1	-19	-3	2	-23
Cn1c(NNC(=O)c2ccccc2F)cc(=O)n(C)c1=O
→ -4	0.1	-5	0	0.9	-1	-1	-3	-17
CCCc1ccc(C(=O)[C@@H]2[C@@H](C(C)=O)N3c4ccc(F)cc4C=C[C@@H]3[C@@]23C(=O)Nc2ccccc23)cc1
→ 1	-0.1	0	14	-2.5	7	5	6	-10
Cc1cc(NC(=S)NC(=O)C2CC2)ccc1Br
→ 0	0.3	9	-2	2.9	5	-16	5	-8
CC(=O)c1cn(Cc2ccccc2)c(=O)n(Cc2ccc(F)cc2)c1=O
→ 1	0.0	2	-3	3.1	5	1	2	-13
CC(=O)Nc1ccc(S(=O)(=O)Nc2nc(-c3ccc(C(C)(C)C)cc3)cs2)cc1
→ 2	0.0	4	-1	2.9	11	-3	-2	-6
O=C(c1ccccc1)N1CCCN(c2nccc(C(F)(F)F)n2)CC1
→ 3	0.1	-7	-3	0.7	2	-3	-2	18
CCCC(=O)Nc1ccccc1NC(=O)CN(C)S(=O)(=O)c1ccccc1
→ -6	0.5	-11	-6	-6.2	-2	-5	-4	-5
Cc1ccc(S(=O)(=O)NCC2CCC(C(=O)NCc3cccnc3)CC2)cc1 (stereo unspecified)
→ 2	-0.1	-2	-2	-0.4	0	-1	-3	15

# Five records drawn at random from those above, as already listed:
# The line under a structure holds: TPT1 inhibitor	Efflux pump inh	proCasp3 act	PP1 counter	PP5 inh	HCV core dimer	JMJD2C inh	Fh CTSL1 inh	proCasp7 act
CCCc1ccc(C(=O)[C@@H]2[C@@H](C(C)=O)N3c4ccc(F)cc4C=C[C@@H]3[C@@]23C(=O)Nc2ccccc23)cc1
→ 1	-0.1	0	14	-2.5	7	5	6	-10
O=C(Nc1nccs1)c1ccc(-c2ccc(F)c(Cl)c2)o1
→ -6	0.2	-6	8	-1.0	-4	-9	1	-12
CC(=O)Nc1ccc(S(=O)(=O)Nc2nc(-c3ccc(C(C)(C)C)cc3)cs2)cc1
→ 2	0.0	4	-1	2.9	11	-3	-2	-6
Cc1ccc(S(=O)(=O)Nc2nc3ccccc3nc2Nc2cccc(S(=O)(=O)N3CCCC3)c2)cc1
→ -12	0.1	6	3	1.2	22	15	5	4
Cn1c(NNC(=O)c2ccccc2F)cc(=O)n(C)c1=O
→ -4	0.1	-5	0	0.9	-1	-1	-3	-17

# Compound profiles, as listed above.
# `CCCC(=O)Nc1ccccc1NC(=O)CN(C)S(=O)(=O)c1ccccc1` as listed: TPT1 inhibitor = -6; Efflux pump inh = 0.5; proCasp3 act = -11; PP1 counter = -6; PP5 inh = -6.2; HCV core dimer = -2; JMJD2C inh = -5; Fh CTSL1 inh = -4; proCasp7 act = -5
# `CN(C(=O)c1cnc2n(c1=O)CCS2)C1CCCCC1` as listed: TPT1 inhibitor = 2; Efflux pump inh = 0.0; proCasp3 act = -3; PP1 counter = -1; PP5 inh = 3.5; HCV core dimer = -5; JMJD2C inh = 0; Fh CTSL1 inh = -1; proCasp7 act = 10

# New compounds follow:
# The line under a structure holds: TPT1 inhibitor	Efflux pump inh	proCasp3 act	PP1 counter	PP5 inh	HCV core dimer	JMJD2C inh	Fh CTSL1 inh	proCasp7 act
CSc1cccc(NC(=O)CCCn2c(=O)c3cccn3c3cccnc32)c1
→ 0	0.6	9	1	1.1	3	5	2	-4
CC(C)(C)n1ncc2c(=O)n(Cc3ccc(Cl)cc3)cnc21
→ 3	0.0	5	-2	-1.9	5	1	3	-2
O=C(NC12CC3CC(CC(C3)C1)C2)c1cncc(Br)c1
→ 2	0.5	2	2	-0.1	0	-2	3	9
Cc1nc(-c2ccccc2)nc2n[nH]c(N)c12
→ 3	-0.1	0	-11	1.7	4	8	-2	4
Cc1c(OCC(=O)NC(Cc2ccc(Cl)cc2)C(=O)O)ccc2c(-c3ccccc3)cc(=O)oc12 (stereo unspecified)
→ -2	-0.2	-4	17*	-8.0	4	-28	8	-4
O=C(Nc1cccc(Cl)c1)c1cnn2cccnc12
→ 0	0.0	8	1	1.5	-1	2	4	10
CCOC(=O)c1cccnc1NC(=O)c1ccccc1
→ 0	0.0	0	-7	1.5	-4	5	-4	11
Cc1ccc(C(=O)N(CN2CCCC2=O)c2ccc(F)cc2)cc1
→ -2	0.1	7	2	1.4	-1	4	-2	13
O=C(NCc1nnc(SCC(=O)N2CCCCCC2)o1)c1ccccc1F
→ -3	0.0	-1	-3	-0.7	1	-2	0	1
COc1cc(CCC(O)CC(=O)CCc2ccccc2)ccc1O (stereo unspecified)
→ -6	-0.1	0	-5	1.5	1	6	4	12
O=C(NCc1ccco1)C(c1ccccc1)N(C(=O)Cc1cccs1)c1ccccc1 (stereo unspecified)
→ -6	0.2	1	-2	1.3	18	3	5	5
COc1ccc(C)cc1S(=O)(=O)Nc1ccccc1C
→ -1	0.0	7	3	3.3	-3	-21	0	-2
COc1cc(/C=N/NC(=O)CSc2n[nH]c(=O)[nH]c2=O)cc(OC)c1O
→ 3	0.1	3	-2	2.7	-8	-9	-13	7
C=CCN(C(=O)Nc1ccc(OC)cc1)c1nnc(-c2ccncc2)s1
→ -1	-0.1	7	0	2.8	3	-4	6	2
CCOc1ccc2[nH]c3c(NCC(C)C)ncnc3c2c1
→ 2	0.0	5	-1	0.9	4	-33	7	2
Cc1cc(=O)oc2cc(NS(=O)(=O)c3ccccc3)ccc12
→ 3	0.3	8	-5	3.1	1	8	4	6
Cc1cc(N(C)C)c(C#N)c(N2CCOCC2)n1
→ -4	-0.1	-3	-1	2.7	-6	-4	0	3
O=C(O)c1ccccc1N/N=C/c1c(Sc2nnnn2-c2ccccc2)nc2ccccn2c1=O
→ 68*	-0.2	-4	-4	-3.2	5	4	3	7
CCCCN(C)c1c(N2CCC(C(=O)OCC)CC2)c(=O)c1=O
→ -3	0.0	-5	3	4.1	-4	-3	-1	0
O=S(=O)(Nc1ccc2c(c1)oc1ccccc12)N1CCCC1
→ 1	0.1	11	2	4.5	9	5	5	4
O=C(NCc1ccc(C(F)(F)F)cc1)C1CC(c2c(Cl)cccc2Cl)=NO1 (stereo unspecified)
→ -3	-0.1	7	6	5.3	-8	-4	0	0
O=C(c1ccc2c(c1)OCO2)N1CCN(S(=O)(=O)c2ccccc2)CC1
→ 2	0.1	9	-6	-1.3	-7	11	2	4
O=c1/c(=C/c2ccc(O)cc2)sc2n1CCCN=2
→ -1	-0.1	-7	-2	-0.1	-4	29	1	13
COc1cc(C#Cc2c(-c3cncn3C)n(C)c3ccc(-c4ccc5[nH]ccc5c4)cc23)cc(OC)c1
→ x	0.1	-9	-2	1.2	x	5	x	14
CC[C@]12c3[nH]c4ccccc4c3CCN1C(=O)C(CC(=O)NCC13CC4CC(CC(C4)C1)C3)C[C@@H]2C(=O)N1CCN(C(=O)c2ccco2)CC1 (stereo partly specified)
→ x	0.2	5	x	x	x	-4	x	18
COc1ccc(-n2c(C)cc(=O)[nH]c2=O)cc1
→ 2	0.4	-2	-2	-0.9	-8	2	2	-8
[O-][n+]1c2cc(C(F)(F)F)ccc2c2n1CCN=C2c1ccc(Cl)cc1
→ 1	-0.1	5	1	3.8	2	1	-1	-3
CCN(CCCNC(=O)CNC(=O)c1nn(-c2ccc(OC)cc2)c(=O)c2ccccc12)c1cccc(C)c1
→ -10	0.1	-12	8	4.0	2	-3	3	-4
Cc1ccc(C)c(/C=N/NC(=S)NCCc2ccccc2)c1
→ 1	0.2	-13	7	1.6	6	1	1	4
CC(OC(=O)c1cccc(S(=O)(=O)N2CCCCCC2)c1)C(=O)Nc1ccc(S(N)(=O)=O)cc1 (stereo unspecified)
→ 0	0.0	11	2	1.5	8	-1	-4	7
Cc1noc(/C=C/c2cccnc2)c1[N+](=O)[O-]
→ -2	-0.1	-1	0	2.1	-7	1	-1	3
O=C(CN1CCCC1)Nc1cccc(Cl)c1Cl
→ -3	0.0	4	-2	3.8	-17	7	2	21
Cc1ccc(NC(=O)CNC(=O)c2ccc(C)o2)cc1
→ 1	0.2	-1	-2	-0.2	3	-23	-1	5
CCN(CC)C(=O)CSc1ncnc2c1cnn2Cc1ccccc1
→ -3	0.1	0	-2	-1.1	5	7	8	3
CCOCCCNC(=O)c1oc2ccc(S(=O)(=O)N3CCOCC3)cc2c1C
→ 0	-0.3	-1	-6	-0.7	-2	-7	5	9
COC(=O)c1cc(OC)c(OC)cc1NC(=S)N1CCN(Cc2ccccc2)CC1
→ -2	0.0	3	-2	-0.2	-4	-7	-4	7
O=C(Cn1ccc2ccccc2c1=O)NCCC(=O)N1CCCCC1
→ -2	0.0	11	-4	0.2	3	4	3	-4
Cc1ccc(OCCCn2ccnc2)c(Br)c1
→ 4	0.0	-1	-3	2.8	7	4	-4	8

# Screening results from PubChem.
